# WRN helicase inh: qHTS for Inhibitors of WRN Helicase. 360,000 tested, 0.46% active. Bifunctional 3'-5' exonuclease/ATP-dependent helicase WRN (Homo sapiens), Q14191. WRN helicase unwinding, fluorescent forked duplex, kinetic. Potency, µM (doses to about 114 µM), for the others: top-dose activity change, negative = inhibition, most hits filed as inhibitors; further: potency means the concentration at half of the fitted maximal effect; on the % scale 0 is the no-effect control and ±100 the full control effect; nearly all actives have a fitted effect of over 55% in size
#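 WRN at 20 nM final preincubated with compound 15 min at room temperature; reaction started with 100 nM fluorophore/quencher forked duplex oligonucleotide and 2 mM ATP final. Unwinding followed kinetically by red fluorescence (ex 525, em 598 nm).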
# GLP1R inv ag: qHTS of GLP-1 Receptor Inverse Agonists (Inhibition Mode); Glucagon-like peptide 1 receptor (Homo sapiens), P43220; HEK293 GLP-1R CRE-luciferase, luminescence, 24 h; GLP-1R form is constitutively active; Potency, µM (titrated, usually from 38.3 µM), for inactives: top-dose activity change, negative = inhibition, usual class: inhibitors; 410,000 tested, 1.6% active; AID 624417, 2012; further: potency means the concentration at half of the fitted maximal effect; on the % scale 0 is the no-effect control and ±100 the full control effect; nearly all actives have a fitted effect of over 55% in size
#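 Cells are plated, allowed 12 hours at 37 deg C, then treated with compounds for 24 hr before luciferase detection reagent is added and luminescence is read after 12 min at room temperature. The HEK293 line carries constitutively active GLP-1R with a cAMP-responsive reporter.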
# DRD3 agonist: qHTS of D3 Dopamine Receptor Agonist: qHTS; D(3) dopamine receptor (Homo sapiens), P35462; D3R DiscoveRx beta-arrestin cells, luminescence, 90 min; max activation, %; 410,000 tested, 0.58% active; in the data active means max activation above about 30%; further: 0% is about no effect; mostly tested at two doses, the higher about 12 µM
#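 Cells at 1500/well, incubated overnight, then treated with pinned compounds (dopamine as control) for 90 min at 37 degrees C. DiscoveRx reagent added for 30 - 60 minutes at room temperature; luminescence read.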
# GLP1R cytotox: qHTS of GLP-1 Receptor Inverse Agonists: Cytotox Screen; AID 624418, 2012; HEK293 cAMP-luciferase reporter cells, luminescence, 24 h; Potency, µM (top dose mostly 38.3 µM), without a hit: at the highest dose activity change, negative = inhibition, actives largely listed as inhibitors; 410,000 tested, 0.13% active;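 further: loss of luciferase light is scored as toxicity; potency means the concentration at half of the fitted maximal effect; on the % scale 0 is the no-effect control and ±100 the full control effect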
#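 A 23 nL compound transfer followed 12 hours of cell culture at 37 deg C; exposure then lasted 24 hr. Luciferase assay detection reagent was dispensed and plates read for luminescence after a 12 min room-temperature wait.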
# IL2 activator: qHTS of IL-2 Activators. IL-2 activation reporter assay, cell-based qHTS; stimulated with anti-CD3/CD4/CD28 beads; in transgenic mouse T cells. activation, % (series mostly up to about 46 µM). 360,000 tested, 0.065% active; in the data active means activation above about 50%; inconclusive means mostly about 30% to 49%; further: 0% is about no effect
#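 Readout: EGFP and DsRed signals by fluorescent plate cytometry. Unstimulated transgenic mouse T cells received compound 60 min before antibody-bead stimulation, then incubated 18 h at 37 degrees C.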
# D3 antag: qHTS of D3 Dopamine Receptor Antagonist: qHTS; AID 652054, 2013; D(3) dopamine receptor (Homo sapiens), P35462; max response, negative = inhibition, %; 360,000 tested, 2.5% active; D3R cells, DiscoveRx beta-arrestin luminescence, antagonist mode; hits give low values; in the data active means max response below about -50%; inconclusive means no clear call, values can overlap the other calls; further: on the % scale 0 is the no-effect control and ±100 the full control effect; mostly tested at two doses, the higher about 12 µM
#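 Cells expressing the human receptor were seeded at 1500 cells/well, incubated overnight at 37 degrees C in 5% CO2, then exposed to library compounds with dopamine controls for 90 minutes at 37 degrees C before luminescent detection.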
# PI5P4K alpha inh: qHTS for Inhibitors of phosphatidylinositol 5-phosphate 4-kinase (PI5P4K). Phosphatidylinositol 5-phosphate 4-kinase type-2 alpha (Homo sapiens), P48426. PI5P4Kalpha enzyme, ADP-Glo luminescence, 60 min; hits give low values. max response, %. 330,000 tested, 1.2% active. AID 652105, 2013; active means max response of -50% or lower; inconclusive means between -30% and -50%; inactive means -30% or higher; further: value at the top dose of about 77 µM; on the % scale 0 is the no-effect control and ±100 the full control effect
# Target sequence (P48426 whole entry, looked up): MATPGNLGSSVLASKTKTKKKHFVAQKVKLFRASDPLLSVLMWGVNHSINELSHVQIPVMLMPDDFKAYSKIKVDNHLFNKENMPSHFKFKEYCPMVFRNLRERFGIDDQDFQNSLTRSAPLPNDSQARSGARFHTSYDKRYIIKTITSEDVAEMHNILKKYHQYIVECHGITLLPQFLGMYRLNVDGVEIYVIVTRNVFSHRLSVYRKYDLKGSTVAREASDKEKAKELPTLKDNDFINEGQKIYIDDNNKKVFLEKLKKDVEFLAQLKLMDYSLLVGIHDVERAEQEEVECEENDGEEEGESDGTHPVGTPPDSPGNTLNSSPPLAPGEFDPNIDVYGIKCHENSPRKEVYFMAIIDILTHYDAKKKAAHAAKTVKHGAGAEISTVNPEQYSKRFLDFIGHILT
#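 Enzyme plus substrate dispensed, test compounds pinned in, then ATP (5 microM final) added. After 60 min at RT, ADP-Glo reagent 1 for 45 min and reagent 2 for 30 min preceded luminescence imaging.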
# PLK1 PBD block: qHTS for Inhibitors of PLK1-PDB (polo-like kinase 1 - polo-box domain): Primary Screen; AID 720504, 2013; Plk1 PBD binding of FITC phosphopeptide, fluorescence polarization; 360,000 tested, 2.8% active; Potency, µM, inactives show max response, negative = inhibition, actives largely listed as inhibitors; Serine/threonine-protein kinase PLK1 (Homo sapiens), P53350; further: potency means the concentration at half of the fitted maximal effect; series mostly up to about 57 µM; on the % scale 0 is the no-effect control and ±100 the full control effect; nearly all actives have a fitted effect of over 65% in size
# Target sequence (P53350 whole entry, looked up, the tested form may be a part): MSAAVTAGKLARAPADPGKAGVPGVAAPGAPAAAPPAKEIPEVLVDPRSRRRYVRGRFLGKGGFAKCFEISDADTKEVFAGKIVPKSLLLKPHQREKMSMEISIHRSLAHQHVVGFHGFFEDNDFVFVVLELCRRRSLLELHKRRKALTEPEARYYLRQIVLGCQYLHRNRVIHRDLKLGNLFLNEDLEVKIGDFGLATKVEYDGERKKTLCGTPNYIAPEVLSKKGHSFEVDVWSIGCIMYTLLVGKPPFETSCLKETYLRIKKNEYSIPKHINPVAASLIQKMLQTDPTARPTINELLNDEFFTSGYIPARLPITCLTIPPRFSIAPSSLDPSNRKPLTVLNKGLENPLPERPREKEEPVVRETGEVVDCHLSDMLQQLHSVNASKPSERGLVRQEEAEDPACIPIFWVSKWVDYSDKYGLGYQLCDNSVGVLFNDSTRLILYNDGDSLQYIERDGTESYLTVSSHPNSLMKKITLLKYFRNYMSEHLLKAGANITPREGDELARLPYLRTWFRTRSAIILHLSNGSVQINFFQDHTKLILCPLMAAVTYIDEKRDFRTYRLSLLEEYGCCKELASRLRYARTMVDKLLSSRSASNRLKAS
# GLP-1R agonist: qHTS of GLP-1 Receptor Agonists; Glucagon-like peptide 1 receptor (Homo sapiens), P43220; HEK293 GLP-1R CRE-luciferase, luminescence, 4-6 h; cells express a hypersensitive GLP-1R form; Potency, µM (doses to about 45.6 µM), inactives show at the highest dose activation, actives largely listed as activators; 380,000 tested, 0.007% active; AID 624172, 2012; further: potency means the concentration at half of the fitted maximal effect; % of control where 0% means no effect
# An asterisk follows results filed as active; ? = inconclusive; nt = no result given; & = joins results of further samples; [ ] = another dose, or the depositor's remark. Unless noted, the call rests on the fitted dose curve; in most records, active means well fitted curve in the direction sought with a large enough effect; inconclusive means small, poorly fitted or top-dose-only effect, or another doubt; inactive means no such curve, though single readings can be large; an effect the other way counts as inactive or inconclusive.
SMILES,WRN helicase inh,GLP1R inv ag,DRD3 agonist,GLP1R cytotox,IL2 activator,D3 antag,PI5P4K alpha inh,PLK1 PBD block,GLP-1R agonist
COC(=O)c1ccc(NC(=O)C2CCCN(S(=O)(=O)c3cnc[nH]3)C2)cc1 (stereo not given),-3%,10%,2,-14%,3.9,35,-2,-4%,3%
COc1ccc(-c2[nH]ncc2CNCc2cc(C)n(C)n2)c(F)c1,4%,17%,-1,1%,2.6,4,2,-4%,3%
Cc1ccc(Nc2nc(N)nc(CN3CCN(c4ccccc4)CC3)n2)cc1Cl,-4%,0%,-1,-27%,-2.2,-7,0,-7%,-3%
CC(C)=CCC/C(C)=C/COc1c2occc2cc2ccc(=O)oc12,-15%,?,1,4%,-3.6,9,6,-3%,-3%
CNC(=O)c1ccc(-n2cccn2)nc1,-26%,9%,-7,-5%,0.7,-3,-4,-17%,2%
Cc1cccc(NS(=O)(=O)c2c(C(=O)N3CCOCC3)c(C)n(C)c2C)c1C,4%,-6%,-4,-2%,-1.7,-3,3,?,-3%
CCn1ccnc1CN(C)Cc1nc(-c2cccc(Cl)c2)no1,8%,4%,3,-5%,1.1,7,4,-2%,6%
CC(=O)Nc1ccc(SCC(=O)N(C)C2CCS(=O)(=O)C2)cc1 (stereo not given),0%[57.1 µM],11%,-12,-7%,-2.9,-59*,-1,-26%,-3%
COc1ccc(CN(CC(=O)NCc2ccc(F)cc2)C(=O)c2ccco2)cc1,1%,10%,3,8%,1.0,6,0,-11%,16%
COc1ccc(C(=O)N2CCN(S(=O)(=O)c3ccc4c(c3)OCCO4)CC2)cc1OC,9%,23%,4,15%,1.7,9,-9,2%,2%
COc1ccc(/C=C/c2ccccc2)cc1[C@H]1[C@@H]2C=CCC[C@@]2(C)C(=O)N1Cc1ccccc1,-7%,?,-34,21%,-0.5,-66*,2,-14%,4%
O=C(NCC(c1ccc(F)cc1)N1CCOCC1)c1ccco1 (stereo not given),-6%,-13%,6,-18%,-0.3,-5,2,-1%,-5%
CN(C)C(CNC(=O)c1ccc(OCc2cn3ccccc3n2)cc1)c1ccco1 (stereo not given),-9%[11.6 µM],-3%,-4,2%,-0.3,-11,-7,-22%,-2%
CCc1ccc(NC(=O)CSc2nnc(COc3ccc4c(c3)CCCC4)o2)cc1,-2%,-19%,1,-2%,2.1,13,8,-1%,0%
CCC1CN(C(=O)NCc2ccc(C)cc2)c2cc(Cl)ccc2O1 (stereo not given),-6%,?,3&6,-7%&12%,-0.8,3,13,6%,-2%
O=C(NCc1ccco1)c1cccc(NC(=O)c2ccccc2)c1,2%,0%,-2,-3%,-2.4,37,0,-11%,6%
COc1ccc(/C=N/NC(=O)CCc2ccccc2)cc1O,-4%,-10%,2,-18%,-1.7,-17,nt,0%,2%
CCOC(=O)Cc1csc(NC(=O)CCCN2C(=O)c3ccccc3C2=O)n1,4%,73%[activator],7,5%,0.8,21,nt,-1%,0%
O=C(NCCSCc1ccco1)Nc1ccc(Cl)cc1,-22%,?,-3,13%,-0.7,1,-5,-5%,-8%
CCOC(=O)CC(NC(=O)c1cc2cc(Cl)cc(Cl)c2oc1=O)c1cccc([N+](=O)[O-])c1 (stereo not given),-13%,16%,7,13%,1.8,3,1,2%,-7%
O=C(N/N=C/c1cccnc1)c1cc2c(ccc3ccccc32)o1,-26%,?,2,?,-0.2,3,-8,-13%,-11%
CCOC(=O)Cc1csc(NC(=O)c2ccc(S(=O)(=O)N(CCOC)CCOC)cc2)n1,3%,1%,-4,-6%,1.4,-12,0,-5%,7%
Cc1ccc(C)c(NC(=O)CCC(=O)NNC(=S)Nc2ccccc2)c1,5%,-4%,-3,4%,-1.4,-3,0,-10%,-1%
O=C(Nc1ccncc1)c1ccc(F)cc1,7%[57.1 µM],24%,4,13%,-2.4,-2,3,-10%,-5%
COc1cc(Br)c(C2CC(=O)Nc3cc(OC)c(OC)cc32)cc1OC (stereo not given),5%,7%,-5,-15%,2.4,-9,0,-1%,23%
O=C(NCCc1ccccn1)C1CCCN1S(=O)(=O)c1ccc(Cl)cc1 (stereo not given),2%,1%,4,-12%,-0.2,25,-1,-3%,10%
O=C(O)c1cccc(NC(=O)c2ccc(S(=O)(=O)c3ccccc3)cc2)c1,1%,15%,-8,-11%,-0.4,-29,-11,-6%,-31%
Cc1cc(C)c(S(=O)(=O)Nc2cccc(C(=O)O)c2)cc1S(=O)(=O)Nc1cccc(C(=O)O)c1,-23%,10%,-1,-5%,1.6,5,10,-4%,-1%
O=C(Cc1ccccc1F)NCC1(N2CCOCC2)CCCCC1,-2%,8%,-3,-2%,-0.9,-10,0,-4%,16%
Cc1ccn2c(C(=O)N/N=C\c3ccc4c(c3)OCO4)c(C)nc2c1,-12%,31%,2,3%,-0.8,-13,1,-3%,-5%
O=C1CC(C(=O)Nc2cc(Cl)ccc2Cl)n2ncnc2N1 (stereo not given),5%,11%,-2,3%,-1.2,14,4,4%,0%
Cc1noc(C)c1S(=O)(=O)N(CC(=O)Nc1ccc2c(c1)OCCO2)c1ccc(C(C)C)cc1,-11%,?,-7,6%,-3.7,-12,8,-18%,7%
CCN(CC)S(=O)(=O)c1ccc(C(=O)NC2CC(=O)N(c3ccc4c(c3)OCCO4)C2)cc1 (stereo not given),nt,9%,0,-2%,nt,nt,nt,nt,1%
COc1cc(C=O)ccc1OCCCOc1ccccc1C(=O)O,-36%,2.2µM*,4,21%,0.6,-55*,-1,-5%,-4%
COc1ccccc1NC(=O)CN1CC(=O)Nc2ccccc21,3%,1%,5,4%,-4.2,5,-6,2%,1%
COc1cccc(CC(=O)NCCCSc2ccccc2)c1,0%,?,1,-8%,-1.2,15,0,4%,8%
NC(=O)c1ccsc1NC(=O)COC(=O)c1cccnc1Cl,-11%,9%,1,15%,1.7,15,-18,5%,0%
Cc1ccc(C2NC(=O)Cc3ccccc32)cc1 (stereo not given),-6%,-14%,0,10%,2.1,3,1,-2%,15%
COCCC(=O)N1CCOCC1c1cc(C(=O)NCc2ccccc2)no1 (stereo not given),3%,29%,1,0%,0.3,13,-4,0%,0%
COc1ccc(N(CC(=O)N2CCc3ccccc32)S(=O)(=O)c2c(C)noc2C)cc1,-8%,-2%,-5,13%,-0.2,3,nt,-2%,2%
O=C(O)c1ccc(N2C(=O)/C(=C/c3ccc(-c4ccc([N+](=O)[O-])cc4)o3)C=C2c2ccccc2)cc1,56µM*,56%[activator],1,-21%,-5.5,?,-94*,12µM*,22%
CC1CCCCN1C(=O)CSc1nnc(-c2ccco2)o1 (stereo not given),-30%,?,-5,-10%,-1.2,-12,5,-10%,1%
COc1ccc2nc(NC(=O)c3cccnc3SC)sc2c1,-7%,13%,2,-4%,-3.4,17,-4,-4%,21%
Cc1cc(C(=O)OCC(=O)N2CCOCC2)c(C)n1-c1ccccc1,7%,3%,-18,3%,0.4,4,0,2%,4%

# Nothing new here: an excerpt of the list.
SMILES,WRN helicase inh,GLP1R inv ag,DRD3 agonist,GLP1R cytotox,IL2 activator,D3 antag,PI5P4K alpha inh,PLK1 PBD block,GLP-1R agonist
Cc1noc(C)c1S(=O)(=O)N(CC(=O)Nc1ccc2c(c1)OCCO2)c1ccc(C(C)C)cc1,-11%,?,-7,6%,-3.7,-12,8,-18%,7%
CCN(CC)S(=O)(=O)c1ccc(C(=O)NC2CC(=O)N(c3ccc4c(c3)OCCO4)C2)cc1 (stereo not given),nt,9%,0,-2%,nt,nt,nt,nt,1%
COc1cc(C=O)ccc1OCCCOc1ccccc1C(=O)O,-36%,2.2µM*,4,21%,0.6,-55*,-1,-5%,-4%
COc1ccccc1NC(=O)CN1CC(=O)Nc2ccccc21,3%,1%,5,4%,-4.2,5,-6,2%,1%
COc1cccc(CC(=O)NCCCSc2ccccc2)c1,0%,?,1,-8%,-1.2,15,0,4%,8%
NC(=O)c1ccsc1NC(=O)COC(=O)c1cccnc1Cl,-11%,9%,1,15%,1.7,15,-18,5%,0%
Cc1ccc(C2NC(=O)Cc3ccccc32)cc1 (stereo not given),-6%,-14%,0,10%,2.1,3,1,-2%,15%
COCCC(=O)N1CCOCC1c1cc(C(=O)NCc2ccccc2)no1 (stereo not given),3%,29%,1,0%,0.3,13,-4,0%,0%
COc1ccc(N(CC(=O)N2CCc3ccccc32)S(=O)(=O)c2c(C)noc2C)cc1,-8%,-2%,-5,13%,-0.2,3,nt,-2%,2%
O=C(O)c1ccc(N2C(=O)/C(=C/c3ccc(-c4ccc([N+](=O)[O-])cc4)o3)C=C2c2ccccc2)cc1,56µM*,56%[activator],1,-21%,-5.5,?,-94*,12µM*,22%

# Assay outcomes as filed in PubChem.
